# L3MBTL1 block = inhibitors of human L3MBTL1. Q9Y468. AlphaScreen L3MBTL1–H3K9me1 peptide binding. Potency, µM (series often up to 57.1 µM), inactives show at the top dose activity, negative = inhibition, hits mostly inhibitors. actives 0.66% (n = 230,000). AID 485360; note: % is set by controls: 0 for no effect and ±100 for the full control effect; nearly all actives have a fitted effect of over 60% in size
# Target sequence (Q9Y468 whole entry, looked up): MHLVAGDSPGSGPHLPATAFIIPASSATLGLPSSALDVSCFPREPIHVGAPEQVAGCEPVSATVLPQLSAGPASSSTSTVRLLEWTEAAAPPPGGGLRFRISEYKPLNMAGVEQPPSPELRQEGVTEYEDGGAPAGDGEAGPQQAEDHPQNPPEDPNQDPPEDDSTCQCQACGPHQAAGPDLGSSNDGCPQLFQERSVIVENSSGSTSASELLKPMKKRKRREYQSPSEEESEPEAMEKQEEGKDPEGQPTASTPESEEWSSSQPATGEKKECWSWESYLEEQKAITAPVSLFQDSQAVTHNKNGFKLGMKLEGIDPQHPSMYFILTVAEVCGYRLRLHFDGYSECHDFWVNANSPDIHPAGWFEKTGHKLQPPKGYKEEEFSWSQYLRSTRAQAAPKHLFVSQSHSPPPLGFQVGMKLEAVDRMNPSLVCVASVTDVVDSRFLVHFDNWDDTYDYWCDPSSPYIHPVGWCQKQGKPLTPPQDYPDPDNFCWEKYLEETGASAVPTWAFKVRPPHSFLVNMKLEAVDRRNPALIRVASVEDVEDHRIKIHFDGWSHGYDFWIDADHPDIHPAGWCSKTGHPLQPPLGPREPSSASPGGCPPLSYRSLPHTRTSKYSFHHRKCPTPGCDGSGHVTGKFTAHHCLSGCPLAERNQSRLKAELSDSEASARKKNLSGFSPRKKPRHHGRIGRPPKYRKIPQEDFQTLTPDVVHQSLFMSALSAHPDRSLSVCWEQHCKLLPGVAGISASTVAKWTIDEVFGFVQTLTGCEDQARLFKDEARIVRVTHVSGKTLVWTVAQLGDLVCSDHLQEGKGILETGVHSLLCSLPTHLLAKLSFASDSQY
#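 First, the protein-peptide complex forms for 30 min at room temperature (L3MBTL1 50 nM, biotinylated H3K9me1 peptide 75 nM). Next, compounds are pin-transferred and incubated 30 min. Finally, AlphaScreen beads are added and read after 30 min.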
# Tau fluor cs = counter-screen for tau fibril formation inhibitors. tau K18 P301L Alexa594 fluorescence, heparin fibrillization. Potency, µM (doses to about 57.7 µM), without a hit: top-dose activity change, negative = decrease. actives 0.93% (n = 280,000); note: % is set by controls: 0 for no effect and ±100 for the full control effect; nearly all actives have a fitted effect of over 55% in size
#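 Human tau K18 P301L (15 uM unlabeled, 0.24 uM Alexa 594-labeled) in 100 mM sodium acetate pH 7 with 20 uM heparin, 6 hr at 37 C. ThT 30 uM added, 1 hr ambient; Alexa 594 FP and total fluorescence read at 555/632 nm.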
# TR SRC2 fluor cs = alters Texas Red total fluorescence, flagging assay interference. TRb/SRC2 Texas Red total fluorescence interference. Potency, µM (top dose mostly 106 µM), without a hit: top-dose fluorescence change, negative = quenching. actives 0.29% (n = 280,000); active = well fitted curve in either direction with a large enough effect; inconclusive = small, poorly fitted or top-dose-only effect; note: % is set by controls: 0 for no effect and ±100 for the full control effect
#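 Flags fluorescent or light-absorbing compounds by total fluorescence, S + 2P, at 555 nm excitation and 632 nm emission. Mixture: 20 nM Texas Red SRC2 peptide, 0.6 uM human TRb LBD, 1 uM T3, 5% DMSO; compound exposure 5 h at ambient temperature.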
# TRb-SRC2 inh = TRbeta-SRC2 interaction inhibition. TRbeta-SRC2 peptide binding, fluorescence polarization; receptor liganded with 1 µM T3. Potency, µM (highest dose often 106 µM), without a hit: at the top dose activity change, negative = inhibition, usual class: inhibitors. actives 0.065% (n = 280,000);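 note: plate controls were bound peptide for no effect and peptide without receptor for full effect; nearly all actives have a fitted effect of over 50% in size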
#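 Assay buffer: 20 mM Tris-HCl, 100 mM NaCl, 10% glycerol, 1 mM EDTA, 0.01% NP-40, 1 mM DTT, 1 uM T3, 5% DMSO; TRb LBD 0.6 uM, Texas Red SRC2 20 nM; FP after 5 hr.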
# Tau fibril FP = blocks human tau fibril formation measured by polarization | P10636 | K18 P301L tau heparin fibrillization, Alexa594 FP, 6 h | Potency, µM (top dose mostly 57.7 µM), inactives show at the highest dose activity, negative = inhibition, usual class: inhibitors | actives 0.39% (n = 280,000) | AID 1468; note: % is set by controls: 0 for no effect and ±100 for the full control effect; nearly all actives have a fitted effect of over 55% in size
# Target sequence (P10636 561-689 P618L limits assumed): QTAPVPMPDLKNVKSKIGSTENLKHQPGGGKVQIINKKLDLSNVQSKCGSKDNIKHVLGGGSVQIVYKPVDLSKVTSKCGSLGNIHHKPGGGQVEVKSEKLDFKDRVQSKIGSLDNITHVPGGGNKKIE
#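 FP of Alexa 594-tau after heparin (20 uM) induction. Substrate: human K18 P301L, 15 uM unlabeled, 0.24 uM labeled. Buffer 100 mM sodium acetate pH 7. 6 hr, 37 C.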
# HTT cytoprotect = Huntington cell model cytoprotection by ATP luminescence; actives 0.14% (n = 230,000); PC12 HTT-Q103 induced, cytoprotection, ATP luminescence, 40 h; Potency, µM (doses to about 56.4 µM), without a hit: cytoprotection (ATP increase), most hits filed as activators; AID 1471;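 note: % of control where 0% means no effect; nearly all actives have a fitted effect of over 45% in size; toxic huntingtin expression switched on by the ecdysone agonist tebufenozide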
#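 Stable PC12 Q103-GFP cells in serum-supplemented, phenol red-free DMEM; induction by tebufenozide at 100 nM final; compound dose series; cell viability quantified luminescently from ATP.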
# Tau fibril ThT = blocks human tau fibril formation measured by thioflavin T. recombinant tau K18 P301L, heparin-induced fibrillization, ThT fluorescence. Potency, µM (highest dose often 57.4 µM), without a hit: top-dose activity, negative = inhibition, most hits filed as inhibitors. actives 2.1% (n = 270,000). AID 1460; note: % is set by controls: 0 for no effect and ±100 for the full control effect; nearly all actives have a fitted effect of over 55% in size
#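 Fibril formation assay: tau K18 P301L at 15 uM with trace Alexa 594 label, heparin inducer 20 uM, pH 7 sodium acetate buffer, 37 C for 6 hr; endpoint ThT signal.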
# RECQ1 inh = inhibitors of human RECQ1 DNA helicase; P46063; RECQ1 DNA unwinding, red fluorescence kinetic read; Potency, µM (titrated, usually from 57.3 µM), without a hit: at the highest dose activity, negative = inhibition, actives largely listed as inhibitors; actives 0.54% (n = 240,000); AID 2549;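 note: plate controls were vehicle for no effect and no enzyme for full effect; nearly all actives have a fitted effect of over 30% in size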
#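 50 nM RECQ1T1 preincubated 15 min with compound in Tris pH 8.0 buffer with MgCl2, DTT, Tween-20 and 2.5 ug/ml poly(dI-dC); started with 200 nM TAMRA/BHQ-2 forked duplex and 2 mM ATP. Unwinding read as fluorescence (525/598 nm), two reads 2 h apart.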
# * marks the source's active call; other numbers are inactive results; i = inactive; ? = inconclusive; / = no result given; [ ] = dose if it differs, or a comment. Unless noted, calls come from the whole dose curve; as a rule, active = well fitted curve in the direction sought with a large enough effect; inconclusive = small, poorly fitted or top-dose-only effect, or another doubt; inactive = no such curve, though single readings can be large; an effect the other way counts as inactive or inconclusive. Potency is the fitted concentration of half-maximal effect. Some of the compounds tested. The share of hits here may be higher or lower than overall.
1: Cc1oc(-c2cccc(Br)c2)nc1Cn1c(=O)cc(-c2ccccc2)c2c(C)nn(C)c21
2: CCCC(=O)Nc1cccc(NC(=O)c2ccc3c(c2)OCO3)c1
3: CP(=O)(COC(=O)c1ccccc1)COC(=O)c1ccccc1
4: CCCC(=O)Nc1nc(C)c(C(C)=O)s1
5: CC(C)(O)CCC(O)[C@@](C)(O)C1CC[C@]2(O)C3=CC(=O)C4CC(O)C(O)C[C@]4(C)C3CC[C@]12C (some centres not stated)
6: CCC(C)NC(=O)C1=CC(c2ccc3c(c2)OCO3)=NS(=O)(=O)N1C (configuration not stated)

entry no.	1	2	3	4	5	6
L3MBTL1 block	/	/	0%	-7%	/	/
Tau fluor cs	5%	0%	3%	2%	-11%	-10%
TR SRC2 fluor cs	3%	-2%	0%	2%	-3%	-1%
TRb-SRC2 inh	8%	6%	-6%	-1%	3%	5%
Tau fibril FP	-5%	5%	-4%	-3%	-4%	-13%
HTT cytoprotect	/	-34%	0%	-6%[10 µM]	-11%	/
Tau fibril ThT	-10%	-12%	0%	-7%	-8%	?
RECQ1 inh	/	-13%	-9%	3%	14%	/

7: CC(=O)OCC#CCSc1nc2ccccc2n1C
8: COc1ccc(N2C(=O)CCC(C(=O)N3CCCCC3)C2c2ccc(OC)c(OC)c2)cc1 (configuration not stated)
9: COc1ccccc1N(C)S(=O)(=O)c1ccc(Cl)c(C(=O)N2CCC(C(N)=O)CC2)c1
10: Cc1ccc(C(=O)Nc2ccc(C(F)(F)F)n(C)c2=O)cc1
11: CC(NC(=O)COc1ccc(Oc2ccccc2)cc1)C(=O)O (configuration not stated)
12: O=c1c(Cc2c(F)cccc2Cl)c(O)ccn1CCc1c[nH]c2ccccc12

entry no.	7	8	9	10	11	12
L3MBTL1 block	-1%	8%	0%	/	7%	-2%[11.4 µM]
Tau fluor cs	-3%	4%	1%	-3%	3%	?
TR SRC2 fluor cs	-1%	-1%	0%	0%	-7%	-9%
TRb-SRC2 inh	5%	5%	-2%	-1%	3%	-2%
Tau fibril FP	7%	1%	-2%	-5%	5%	11%
HTT cytoprotect	/	20%[10 µM]	/	-43%[inhibitor]	-14%	-19%
Tau fibril ThT	-10%	1%	2%	-8%	2%	?
RECQ1 inh	4%	i	0%	i	i	i

13: COc1ccc(-c2cc(C)nc3nc(N)nn23)cc1
14: COc1ccc(NC(=O)CN2CCC(NC(=O)C3CCCCC3)CC2)cc1
15: O=C(NCc1ccc(F)cc1)c1c(O)c2cccc3c2n(c1=O)CCC3
16: CS(=O)(=O)N1CCc2cc(-c3csc(NC(=O)C(c4ccccc4)c4ccccc4)n3)ccc21
17: Cc1nc2sc(C(c3cccc(F)c3)N3CCOCC3)c(O)n2n1 (configuration not stated)
18: Cc1cccc(C(=O)O/N=C/c2ccc(Br)cc2)c1

entry no.	13	14	15	16	17	18
L3MBTL1 block	/	-7%	-2%	/	8%	/
Tau fluor cs	-1%	-2%	-6%	-27%	0%	-28%
TR SRC2 fluor cs	-3%	-4%	-6%	-1%	0%	-2%
TRb-SRC2 inh	-7%	3%	1%	2%	0%	-10%
Tau fibril FP	-2%	-5%	-1%	?	2%	-11%
HTT cytoprotect	-14%	7%	-6%[10 µM]	-7%	-5%	-28%
Tau fibril ThT	-16%	-1%	-4%	2%	4%	?
RECQ1 inh	8%	0%	i	i	-1%	-2%

19: Cc1ccc(-c2ccc3nnc(SCC(=O)NCC4CCCO4)n3n2)cc1 (configuration not stated)
20: O=C(c1cc(-c2cccs2)on1)N1CCc2ccccc2C1
21: Cc1ccc(/C=N/NC(=S)NC(C)C)o1
22: COc1ccccc1-c1nc2n(n1)C(c1ccc(Cl)cc1)C(C(N)=O)=C(C)N2 (configuration not stated)
23: CCOc1cc(C2C(C(=O)OC)=C(C)NC3=C2C(=O)c2ccccc23)cc(Cl)c1O (configuration not stated)
24: CC(=O)c1ccc(NC(=S)N2C(C)CCCC2C)cc1 (configuration not stated)

entry no.	19	20	21	22	23	24
L3MBTL1 block	/	-10%	/	-4%	/	0%
Tau fluor cs	0%	-7%	-12%	-4%	7.9µM*[quencher]	-10%
TR SRC2 fluor cs	-2%	-2%	0%	-2%	-6%	-2%
TRb-SRC2 inh	2%	-3%	-10%	-7%	5%	1%
Tau fibril FP	-9%	12%	0%	-1%	?	3%
HTT cytoprotect	-32%	26%[10 µM]	-20%	-21%[10 µM]	/	-4%
Tau fibril ThT	5%	-8%	-15%	-4%	?	-10%
RECQ1 inh	-5%	-2%	-4%	i	/	-4%

25: O=C(C1=C[C@H](c2ccc(C(F)(F)F)cc2)C[C@H](OCc2ccc(CO)cc2)O1)N1CCCCCCC1
26: CC(C)(C)NC(=O)C(c1ccccn1)N(C(=O)C1CSC(=O)C1)c1ccc(F)cc1 (configuration not stated)
27: Cn1c(=O)oc2cc(S(=O)(=O)NCCC(=O)NCCc3ccccc3)ccc21
28: O=C(c1ccc2c(c1)CCN2S(=O)(=O)c1ccccc1)N1CCN(c2ccc(F)cc2)CC1
29: COc1c(-c2coc3cc4c(cc3c2=O)CC(O)C(C)(C)O4)ccc2c1C=CC(C)(C)O2 (configuration not stated)
30: O=C(COc1ccc(Cl)cc1Cl)N/N=C/c1ccc(OC2OC(CO)C(O)C(O)C2O)cc1 (configuration not stated)

entry no.	25	26	27	28	29	30
L3MBTL1 block	-7%	1%	?	/	/	1%
Tau fluor cs	-10%	1%	-3%	-14%	-15%	-12%
TR SRC2 fluor cs	-2%	-1%	1%	0%	-2%	-1%
TRb-SRC2 inh	-4%	-9%	0%	5%	9%	-12%
Tau fibril FP	9%	1%	-3%	13%	10%	4%
HTT cytoprotect	2%[10 µM]	29%	4%[10 µM]	/	-357%[inhibitor]	0%[10 µM]
Tau fibril ThT	-17%	-3%	-4%	-3%	-15%	-12%
RECQ1 inh	i	-8%	-5%	/	-5%	0%

31: COc1ccc(CCNC(=O)CCc2ccc(S(=O)(=O)NC(C)C)cc2)cc1OC
32: CC(C)(C)c1cc(NC(=O)c2cccc([N+](=O)[O-])c2)no1
33: Cc1c(Cl)cccc1NC(=O)C1CCCCC1
34: CC1(C)Cc2nc3nc(SCC(=O)NCc4ccccc4)n(-c4ccccc4)c(=O)c3cc2CO1
35: CCOC(=O)N1CCN(CC(O)COCc2ccccc2)CC1 (configuration not stated)
36: COc1ccc(/C=N/NC(=O)C(N)=O)c(OC)c1OC

entry no.	31	32	33	34	35	36
L3MBTL1 block	4%	-20%	3%	2%	2%	4%
Tau fluor cs	5%	5%	-16%	-6%	-4%	-11%
TR SRC2 fluor cs	0%	0%	0%	-3%	-2%	-1%
TRb-SRC2 inh	-1%	7%	9%	-1%	-10%	-3%
Tau fibril FP	2%	4%	-7%	-2%	-1%	-10%
HTT cytoprotect	22%[10 µM]	-28%	11%[10 µM]	1%	1%	28%[10 µM]
Tau fibril ThT	2%	7%	-13%	2%	-7%	?
RECQ1 inh	3%	i	-4%	i	-14%	-1%

37: Cc1ccc(-c2c[n+](Cc3ccc(Cl)c(Cl)c3)c3n2CCC3)cc1
38: Cc1cnc(NC(=O)c2ccccn2)s1
39: Cc1nnc(N2CCN(c3cccc(C(F)(F)F)c3)CC2)c2c1nnn2Cc1ccccc1
40: Cc1ccc(N(Cc2ccc(C(=O)NCCSc3ccccn3)cc2)S(C)(=O)=O)cc1C

entry no.	37	38	39	40
L3MBTL1 block	5%	-15%	/	2%
Tau fluor cs	0%	-12%	-16%	-14%
TR SRC2 fluor cs	-1%	1%	-1%	-4%
TRb-SRC2 inh	-5%	-1%	-7%	5%
Tau fibril FP	-2%	-6%	-2%	-2%
HTT cytoprotect	-23%[10 µM]	-38%[10 µM]	/	36%[10 µM]
Tau fibril ThT	-8%	-11%	-11%	0%
RECQ1 inh	-5%	-6%	/	-3%

# Structures shown so far containing bromine (two):
1: Cc1oc(-c2cccc(Br)c2)nc1Cn1c(=O)cc(-c2ccccc2)c2c(C)nn(C)c21
18: Cc1cccc(C(=O)O/N=C/c2ccc(Br)cc2)c1

entry no.	1	18
L3MBTL1 block	/	/
Tau fluor cs	5%	-28%
TR SRC2 fluor cs	3%	-2%
TRb-SRC2 inh	8%	-10%
Tau fibril FP	-5%	-11%
HTT cytoprotect	/	-28%
Tau fibril ThT	-10%	?
RECQ1 inh	/	-2%

# Structural class, the compounds so far containing four or more nitrogen atoms.
1: Cc1oc(-c2cccc(Br)c2)nc1Cn1c(=O)cc(-c2ccccc2)c2c(C)nn(C)c21
13: COc1ccc(-c2cc(C)nc3nc(N)nn23)cc1
17: Cc1nc2sc(C(c3cccc(F)c3)N3CCOCC3)c(O)n2n1 (configuration not stated)
19: Cc1ccc(-c2ccc3nnc(SCC(=O)NCC4CCCO4)n3n2)cc1 (configuration not stated)
22: COc1ccccc1-c1nc2n(n1)C(c1ccc(Cl)cc1)C(C(N)=O)=C(C)N2 (configuration not stated)
34: CC1(C)Cc2nc3nc(SCC(=O)NCc4ccccc4)n(-c4ccccc4)c(=O)c3cc2CO1
39: Cc1nnc(N2CCN(c3cccc(C(F)(F)F)c3)CC2)c2c1nnn2Cc1ccccc1

entry no.	1	13	17	19	22	34	39
L3MBTL1 block	/	/	8%	/	-4%	2%	/
Tau fluor cs	5%	-1%	0%	0%	-4%	-6%	-16%
TR SRC2 fluor cs	3%	-3%	0%	-2%	-2%	-3%	-1%
TRb-SRC2 inh	8%	-7%	0%	2%	-7%	-1%	-7%
Tau fibril FP	-5%	-2%	2%	-9%	-1%	-2%	-2%
HTT cytoprotect	/	-14%	-5%	-32%	-21%[10 µM]	1%	/
Tau fibril ThT	-10%	-16%	4%	5%	-4%	2%	-11%
RECQ1 inh	/	8%	-1%	-5%	i	i	/
